# High-throughput results: PubChem BioAssay, National Center for Advancing Translational Sciences (NCATS)
# p53ts 32C tox: cytotoxicity in p53ts cells at permissive temperature | H1299-p53A138V at 32C, ATP luminescence viability, 24 h | Potency, µM (top dose mostly 46.1 µM), for inactives: at the top dose activity change, negative = cytotoxicity, actives largely listed as cytotoxic | actives 0.93% (n = 130,000) | AID 924;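 also: 0% = DMSO and -100% = full killing by reference compound; nearly all actives have a fitted effect of over 55% in size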
#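 Viability by ATPlite luminescence after 24 h compound treatment (up to 46 uM) at the permissive 32C. Cells are H1299 carrying p53 A138V. Scale runs from DMSO basal to 100 uM tamoxifen as full kill; AC50 from Hill fits.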
# Imprint erasure: induces erasure of genomic imprints in mouse ES cells; mouse ES Peg3-LacZ reporter, beta-gal luminescence, 40 h; Potency, µM (series often up to 60.7 µM), without a hit: top-dose activity change, positive = activation, hits mostly activators; actives 0.02% (n = 110,000); AID 1948;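 also: 0% = negative control wells on the plate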
#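 Imprint erasure is scored as LacZ activity from the silenced maternal Peg3 allele in feeder-free female ES cells cultured 40 h with LIF. Luminescence is normalized to in-plate negative controls and fitted to the Hill equation.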
# An asterisk follows results filed as active; · = no result given; [ ] = another dose, or the depositor's remark. Calls follow the shape of the dose curve; as a rule, active = well fitted curve in the direction sought with a large enough effect; inconclusive = small, poorly fitted or top-dose-only effect, or another doubt; inactive = no such curve, though single readings can be large; an effect the other way counts as inactive or inconclusive. Potency is read from the fitted curve at half-maximal effect. A portion of the library; count on the stated rates, not on these rows.
# Order of results: p53ts 32C tox | Imprint erasure
CCN(CC)c1ccc(NC(=O)COCc2cc(-c3ccc4c(c3)OCO4)on2)c(C)c1
  2% | ·
COc1cc(OC)c(N(C)C(=O)Cn2ncc3c([nH]c4ccccc43)c2=O)cc1Cl
  0% | ·
CSc1ncc(C(=O)N2CCN(c3cccc(Cl)c3)CC2)c(C)n1
  2% | ·
CN1CCN(C(=O)Cn2c(-c3cccs3)cc3cc(Cl)ccc32)CC1
  -7% | ·
Cc1oc(-c2cccc(Cl)c2)nc1CSc1nc2ncccc2[nH]1
  -3% | ·
Cc1ccc(S(=O)(=O)c2cn(C)c3cc(N4CCN(c5ccccc5)CC4)c(F)cc3c2=O)cc1
  -8% | ·
Cc1ccc(NC(=O)CC(C)S(=O)(=O)c2ccc3c(c2)NC(=O)CO3)cc1C (stereo unspecified)
  -3% | ·
Cc1ccc(C)c(CSc2nc3ncccc3[nH]2)c1
  -12% | ·
CSc1ncc(C(=O)N2CCN(c3ccc(F)cc3)CC2)c(C)n1
  -4% | ·
CC(=O)c1ccc(N2CCN(S(=O)(=O)c3ccc4[nH]c5c(c4c3)CCCC5)CC2)cc1
  12% | ·
CCc1ccccc1N1C(=O)CN(S(=O)(=O)CC)CC1(C)C(=O)NC1CCCCC1 (stereo unspecified)
  -8% | ·
COc1ccc(CCNC(=O)C(CC(C)C)N2Cc3ccccc3C2=O)c(OC)c1OC (stereo unspecified)
  -3% | ·
CC1Cn2cc(C(=O)Nc3cccc(C(F)(F)F)c3)c(=O)c3c(Cl)ccc(c32)O1 (stereo unspecified)
  -5% | ·
CC(=O)c1ccc(N2CCN(c3ncnc4c3nc3n4CCCC3)CC2)cc1
  -10% | ·
O=C(COCc1cc(-c2ccco2)on1)Nc1cccc(Cl)c1Cl
  -7% | ·
COC(=O)c1cc(S(=O)(=O)N2CCN(c3ccc(C)cc3C)CC2)cn1C
  2% | ·
Cc1cccc(C)c1NC(=O)CN(C)S(=O)(=O)c1ccc2[nH]c3c(c2c1)CCCC3
  -4% | ·
CCCS(=O)(=O)N1CC(=O)N(c2ccc(C)cc2)C(C)(C(=O)NC2CCCCCC2)C1 (stereo unspecified)
  2% | ·
O=C(COCc1cc(-c2cccs2)on1)NCc1ccc(Cl)cc1
  8% | ·
CCCNC(=O)C1CCN(c2ncnc3c2nc2n3CCCCC2)CC1
  6% | ·
CCOC(=O)C1Oc2ccccc2C(c2ccoc2)=C1C(=O)OC (stereo unspecified)
  · | 1%
O=C1[C@H]2[C@H]3C=C[C@@H](C4[C@H]3[C@@H]3C(=O)N(CN5CCSCC5)C(=O)[C@H]43)[C@H]2C(=O)N1CN1CCSCC1 (stereo partly specified)
  · | -6%[10.9 µM]
COc1ccc2c(c1)OC(=O)CC2c1ccccc1C (stereo unspecified)
  · | -8%[97.3 µM]
COC1=C2C[C@H](C)C[C@H](OC)[C@H](O)[C@@H](C)/C=C(/C)[C@H](OC(N)=O)[C@@H](OC)/C=C\C=C(\C)C(=O)NC(=CC1=O)C2=O
  · | 4%
O=c1[nH]ccc2c(S(=O)(=O)N3CCCNCC3)cccc12
  · | -8%
O=C1OCCN1C(=O)[C@H]1[C@H](c2ccc(Cl)cc2)C(c2ccc(F)cc2)=NN1c1ccc(Br)cc1
  · | -12%[40.7 µM]
CC1=C(/C=C/C(C)=C\C=C\C(C)=C\C(=O)O)C(C)(C)CCC1
  · | 5%
NCCC(O)(P(=O)(O)O)P(=O)(O)O
  · | -8%
O=C1OCCN1C(=O)[C@H]1[C@H](c2ccccc2)C(c2ccc(F)cc2)=NN1c1ccc(Br)cc1
  · | -2%[40.7 µM]
FC(F)(F)c1ccc(-c2noc(-c3ccccc3)c2I)cc1
  · | -25%

# Next section:
# Order of results: p53ts 32C tox | Imprint erasure
COc1ccccc1[C@@H]1C(c2ccccc2)=NN(c2ccc(Br)cc2)[C@H]1C(=O)N1CCOC1=O
  · | -6%[40.7 µM]
CCOC(=O)c1ncc2[nH]c3cccc(OC(C)C)c3c2c1C
  · | -25%
CC[C@@H](C)[C@H]1O[C@]2(CC[C@@H]1C)C[C@@H]1C[C@@H](C/C=C(\C)[C@@H](O[C@H]3C[C@H](OC)[C@@H](O[C@H]4C[C@H](OC)[C@@H](O)[C@H](C)O4)[C@H](C)O3)[C@@H](C)/C=C/C=C3\CO[C@@H]4[C@H](O)C(C)=C[C@@H](C(=O)O1)[C@]34O)O2
  · | -33%[inhibitor]
CCC(C)C1/C=C\CCCC(=O)N1Cc1ccc(C)cc1 (stereo unspecified)
  · | -20%
CCOc1cccc2oc(-c3ccccc3Cl)cc(=O)c12
  · | -8%
COc1cc2nc(N3CCN(C(=O)OCc4ccccc4)C(C(=O)NC(C)(C)C)C3)nc(N)c2cc1OC (stereo unspecified)
  · | -17%
CC(C)CN(C[C@@H](O)[C@H](Cc1ccccc1)NC(=O)O[C@H]1CCOC1)S(=O)(=O)c1ccc(N)cc1
  · | -3%
CC(=O)N1CC[C@@H]2CC(=O)C[C@@H](C)[C@@H]21
  · | 18%[97.3 µM]
NC(=S)NCCCC(N)C(=O)O (stereo unspecified)
  · | 17%
COc1ccccc1[C@H]1C(c2cccc(C)c2)=NN(c2ccccc2)[C@@H]1CO
  · | -26%
Cc1ccc(C(C)C)c(O)c1
  · | 1%
CC(C)C[C@H]1COC(c2ccc(Br)cc2)=N1
  · | -11%
COc1ccc(C2/C=C\CN(CC(C)C)CC(=O)N2Cc2cccc(F)c2)cc1 (stereo unspecified)
  · | -13%
CCOC(=O)C1=C[C@]2(CC)CCCN3CCc4c(n1c1ccccc41)[C@@H]32
  · | -22%
COc1cc(OC)c2c(-c3cccc(-c4ccc(N(C)C)cc4)c3)cc(=O)oc2c1
  · | -25%
[O][C@H]1[C@@H](O)[C@@H](CO)O[C@@H](O[C@@H]2[C@@H]3OC[C@H]2O[C@H](O[C@@H]2[C@@H](O)[C@H](C[C@@H]4[C@@H]5OC[C@H]4O[CH][C@@H]5O)O[C@H](CO)[C@@H]2OS(=O)(=O)O)[C@@H]3OS(=O)(=O)O)[C@@H]1O
  · | 3%
O=C(O)c1cc2c(cc1S(=O)(=O)O)[C@H]1[C@@H](C3[C@H]2[C@@]2(Cl)C(Cl)=C(Cl)C3(Cl)C2(Cl)Cl)[C@]2(Cl)C(Cl)=C(Cl)C1(Cl)C2(Cl)Cl (stereo partly specified)
  · | 3%[10.9 µM]
COc1cc(OC)c2c(-c3cccc(-c4sccc4C(C)=O)c3)cc(=O)oc2c1
  · | -30%[inhibitor]
COC1=C(OC)C(=O)C(C/C=C(\C)CC/C=C(\C)CC/C=C(\C)CC/C=C(\C)CC/C=C(\C)CC/C=C(\C)CC/C=C(\C)CC/C=C(\C)CC/C=C(\C)CCC=C(C)C)=C(C)C1=O
  · | -1%
CC(=O)N[C@@H](C=O)[C@@H](O)[C@H](O)[C@H](O)CO
  · | 20%
CC1C(=O)N(C)C(=O)c2nc[nH]c21 (stereo unspecified)
  · | 6%
Brc1ccc(C2=NCCC(c3ccccc3)O2)cc1 (stereo unspecified)
  · | -15%
CO[C@H]1C[C@@H]2CC[C@@H](C)[C@@](O)(O2)C(=O)C(=O)N2CCCC[C@H]2C(=O)OC([C@H](C)C[C@@H]2CC[C@@H](O)[C@H](OC)C2)CC(=O)[C@H](C)/C=C(\C)[C@@H](O)[C@@H](OC)C(=O)[C@H](C)C[C@H](C)/C=C/C=C/C=C/1C (stereo partly specified)
  · | -4%
O=C(O)[C@@H]1C[C@H](C(=O)O)N1
  · | 0%
C[C@]12CC[C@H](O)CC1=CC[C@H]1[C@@H]2CC[C@@]2(C)C(N(CCO)CCO)CC[C@@H]12 (stereo partly specified)
  · | 3%[10.9 µM]
CCOC(=O)/C=C1\CC(C(=O)OCC)Oc2ccccc21 (stereo unspecified)
  · | -10%
COc1cc(OC)cc(-c2sc3ccccc3c(=O)c2I)c1
  · | -7%
Cc1cccc(C2=NN(c3ccc(Br)cc3)[C@@H](C(=O)N3CCOC3=O)[C@@H]2c2ccc(Cl)cc2)c1
  · | -8%[40.7 µM]
C[C@H]1C(c2cccc(Cl)c2)=NN(c2ccccc2)[C@@H]1CO
  · | -12%
COc1ccc(C2=N[C@H](c3ccccc3)CO2)cc1
  · | -49%[inhibitor][97.3 µM]

# Following part
Structure,p53ts 32C tox,Imprint erasure
Cc1cccc(COC[C@H](Cc2ccccc2)N2CCN(C(=O)c3cccc(Cl)c3)CCC2=O)c1,·,-25%
COc1ccc(COc2cc(-c3cccc(OC)c3)nc3ccc(NC(=O)c4ccc(OC)cc4)cc23)cc1,·,-19%[40.7 µM]
O=C1CCC[C@@H]2CC(Nc3ccc(F)cc3F)C[C@@H]3CCN1[C@H]23 (stereo partly specified),·,-14%
CCCCCCCCCCCCC/C=C/[C@@H](O)[C@@H](N)CO,·,-67%[inhibitor]
Cn1c(=O)c2c(nc(/C=C/c3cccc(Cl)c3)n2C)n(C)c1=O,·,-7%
O=C(O)COc1ccc(C(=O)c2cccs2)c(Cl)c1Cl,·,-5%
Cc1ccc(S(=O)(=O)N2CCC(=O)N([C@H](COCc3ccc(Cl)cc3)Cc3ccccc3)CC2)cc1,·,-19%[40.7 µM]
O=c1cc(-c2ccccc2)[nH]c2ccc(Cl)cc12,·,-35%[inhibitor][97.3 µM]

# Going on with the list:
Structure,p53ts 32C tox,Imprint erasure
CCOC(=O)C1C(C(=O)OC)=C(C2=CCCCC2)c2ccccc2N1S(=O)(=O)C(F)(F)F (stereo unspecified),·,-18%
CCOc1ccccc1-c1ccc(C(=O)O)s1,·,-49%[inhibitor][97.3 µM]
COc1ccccc1C1CC(=O)Oc2ccc(C(C)(C)C)cc21 (stereo unspecified),·,-9%
O=C(O)CCCC[C@@H]1CCSS1,·,-9%
CC(=O)NC(C(=O)O)C(C)(C)SN=O (stereo unspecified),·,2%
Cc1ccc(-c2cc(=O)c3cc(Cl)ccc3[nH]2)cc1,·,-13%[97.3 µM]
Cc1cc(O)c(C(C)C)cc1Cl,·,0%
CC(C)C[C@H](NC(=O)C1OC1C(=O)O)C(=O)NCCCCN=C(N)N (stereo partly specified),·,2%

# The list goes on.
Structure,p53ts 32C tox,Imprint erasure
CCOC(=O)C1=C(C)c2ccccc2OC1(C(=O)OCC)C(C)C (stereo unspecified),·,-16%
COc1cc(C2CC(=O)Oc3cc4c(cc32)OCO4)cc(OC)c1OC (stereo unspecified),·,3%
COC(=O)[C@H]1CC=C[C@H]2CCN(Cc3ccc(Cl)c(Cl)c3)C(=O)[C@@H]12,·,-17%
O=c1cc(-c2ccc(F)cc2F)[nH]c2ccccc12,·,-6%[97.3 µM]
CC(=O)[C@]1(O)Cc2c(O)c3c(c(O)c2[C@@H](O[C@H]2C[C@H](N)[C@H](O)[C@H](C)O2)C1)C(=O)c1c(O)cccc1C3=O,·,-48%[inhibitor]
O=C1OCCN1C(=O)[C@H]1[C@H](c2ccc(Cl)cc2)C(c2ccccc2)=NN1c1ccc(Br)cc1,·,-9%[40.7 µM]
NC(CSCC(=O)O)C(=O)O (stereo unspecified),·,6%
Cc1ccc(C2CC(=O)Oc3ccc(O)cc32)cc1 (stereo unspecified),·,-3%[97.3 µM]

# Continuation:
Structure,p53ts 32C tox,Imprint erasure
COc1ccccc1CNC(=O)c1ccc(Br)o1,·,-10%
CCCCS(=N)(=O)CC[C@H](N)C(=O)O (stereo partly specified),·,-6%
CCOC(=O)C1=C(c2ccccc2)c2ccc(OC)cc2N(S(=O)(=O)C(F)(F)F)C1C(=O)OCC (stereo unspecified),·,-19%[40.7 µM]
O=C1OC(c2cc(I)c(O)c(I)c2)(c2cc(I)c(O)c(I)c2)c2ccccc21,·,-11%
CC12CC3(O)OC(O1)C1(COC(=O)c4ccccc4)[C@@H]3CC21O[C@@H]1O[C@H](CO)[C@@H](O)[C@H](O)[C@H]1O,·,1%
C/C(=C\CNc1ncnc2c1ncn2[C@@H]1O[C@H](CO)[C@@H](O)[C@H]1O)CO,·,4%
Cc1cccc([C@H]2[C@@H]3C=CCC[C@@H]3C(=O)N2Cc2ccccc2)c1,·,-15%
O=P(O)(O)O[C@@H]1[C@H](O)[C@H](O)[C@@H](OP(=O)(O)O)[C@H](OP(=O)(O)O)[C@H]1O,·,-13%

# A section of the results above, as a working copy:
Structure,p53ts 32C tox,Imprint erasure
O=C1OC(c2cc(I)c(O)c(I)c2)(c2cc(I)c(O)c(I)c2)c2ccccc21,·,-11%
CC12CC3(O)OC(O1)C1(COC(=O)c4ccccc4)[C@@H]3CC21O[C@@H]1O[C@H](CO)[C@@H](O)[C@H](O)[C@H]1O,·,1%
C/C(=C\CNc1ncnc2c1ncn2[C@@H]1O[C@H](CO)[C@@H](O)[C@H]1O)CO,·,4%
Cc1cccc([C@H]2[C@@H]3C=CCC[C@@H]3C(=O)N2Cc2ccccc2)c1,·,-15%
O=P(O)(O)O[C@@H]1[C@H](O)[C@H](O)[C@@H](OP(=O)(O)O)[C@H](OP(=O)(O)O)[C@H]1O,·,-13%

# (list continues)
Structure,p53ts 32C tox,Imprint erasure
Cc1ccc(C2CC(=O)Oc3cc(O)ccc32)cc1 (stereo unspecified),·,-5%[97.3 µM]
CCOC(=O)C1=C(c2ccccc2)c2cc(OC)ccc2OC1C(=O)OCC (stereo unspecified),·,-15%
Cc1cccc(/C=C/c2ccccc2)n1,·,-10%
C[C@@]1(C2CCCC2)Cc2cc(OCC(=O)O)c(Cl)c(Cl)c2C1=O,·,0%
Cc1ccccc1C1CC(=O)Oc2ccc(O)cc21 (stereo unspecified),·,21%[97.3 µM]
